NCI-60 one-dose screen, 48 h, at 10 µM unless noted. Numbers give growth in % (100 = growth as untreated, 0 = no growth, -100 = all killed).
CCRF-CEM: CCRF-CEM leukemia | hit rate 7% among 77,000 | AID 1794778
SR: SR leukemia cells | hit rate 8.7% among 73,000 | AID 1794780
MOLT-4: MOLT-4 leukemia cells; hit rate 6.9% among 80,000; AID 1794779
MDA-MB-468: MDA-MB-468 breast cancer. hit rate 8.5% among 78,000
K-562: K-562 leukemia; hit rate 7.4% among 78,000; AID 1794777
MDA-MB-435: MDA-MB-435 melanoma | hit rate 7.8% among 82,000
HOP-62: HOP-62 NSCLC; AID 1794735; hit rate 3.9% among 80,000
RPMI-8226: RPMI-8226 leukemia cells; hit rate 7.5% among 77,000; AID 1794781
* hit, by the source's call; x = no result given; & = joins results of further samples; ! = a repeat was not active; [ ] = dose if it differs, or a comment. How the source made its calls: active means growth percent below 10; inactive means the rest.

SMILES	CCRF-CEM	SR	MOLT-4	MDA-MB-468	K-562	MDA-MB-435	HOP-62	RPMI-8226
C#C[C@]1(O)CC[C@H]2[C@@H]3CC=C4c5sc(-c6cccc(O)c6)nc5CC[C@]4(C)[C@H]3CC[C@@]21C	-32*	4.3*	-12*	1.8*	-5.5*	-51*	-21*	-33*
CCOC(=O)c1cc(C(=O)c2ccc(OC)cc2)n2ccc(/C=C/c3ccn4c(C(=O)c5ccc(OC)cc5)cc(C(=O)OCC)c4c3)cc12	95	112	105	107	105	102	94	100
CCOc1cnc(NC(=O)CCl)nc1OCC	109	93	104	102	101	103	102	99
CSc1nnc2c(=O)n(C)c(=O)n(C)c2n1	88	x	106	108	86	95	116	76
N#Cc1ccc(N)cc1OCCCN1CCCCC1	91	91	93	114	99	117	91	x
CC(=O)CC(C)(C)S(=O)(=O)O	101	91	95	101	96	95	89	102
Cc1ccc2[nH]c(=O)cc(N/N=C3\SCC(=O)N3c3ccccc3)c2c1	87	90	94	95	89	99	89	69
N#Cc1ccc(OC(=O)Nc2ccccc2Cl)cc1	91	92	93	91	88	96	113	85
COc1ccc2cc([C@H](C)C(=O)N/N=C/c3ccc(O)cc3)ccc2c1	69	61	63	55	63	73	88	66
CC1CN(S(=O)(=O)c2ccc(-c3cc4ccccc4c(=O)o3)cc2)CC(C)C1(F)F (centres undefined)	98	95	105	81	98	104	109	92
COc1ccc(/C=N/N(C)C)cc1	36	99	102	x	100	96	111	106
COc1ccc(/C=C2/C(=O)/C(=C/c3ccc(OC)cc3)C3CCC2N3C)cc1	61	45	47	40	39	80	82	46
N#Cc1c(-c2ccccc2)cc(-c2ccccc2)n(CC(=O)O)c1=O	56	25	64	38	21	-11*	54	50
CC(NC(=O)CCSCC1NC(=O)C2C(N1)SC1CCCC12)C1CNN(C)C1C (centres undefined)	57	99	103	103	104	97	93	101
CC(C)=NO	96	86	73	125	121	114	113	111
Cc1ccc2nc(COc3ccc(C(=O)N/N=C/c4ccc(Cl)cc4)cc3)[nH]c2c1	94	65	97	104	73	95	119	79
C=CCn1c(SCC(=O)Nc2ccc(C(=O)/C=C/c3ccc(OC)cc3)cc2)nnc1-c1cc(-c2ccc(S(N)(=O)=O)cc2)nc2ccccc12	56	85	67	100	81	84	90	59
Cc1ccc(/C=C/C(=O)c2cccc(OCCCCOc3cccc(C(=O)/C=C/c4ccc(C)cc4)c3)c2)cc1	100	117	107	92	96	102	97	102
COc1c(O[C@@H]2OC(CO)[C@H](O)[C@H](O)C2O)cc2oc3cc(O[C@H]4O[C@H](CO)[C@@H](O)C(O)C4O)c(CC=C(C)C)c(O)c3c(=O)c2c1CC=C(C)C (some centres undefined)	109	107	96	98	94	109	102	101
CC(C)CNCCCCCCl	x	89	80	94	93	106	107	97
COc1cc2cc(Oc3ccc(NC(=O)Nc4ccc(C)cc4)cc3)c(C)nc2cc1OC	101	83	82	97	91	107	67	101
Nc1nc(=O)[nH]c(=O)[nH]1	x	85	97	x	102	101	96	94
CC(=O)c1sc(/N=C2\NC(=O)/C(=C/c3ccc(Cl)cc3)S2)nc1C	108	102	109	100	101	111	96	105
COc1ccc(C(=O)c2oc3nc(-c4cnccn4)cc(-c4cccs4)c3c2N)cc1	101	96	102	100	103	105	96	101
CC1(C)CC(=O)c2cc3c(N)c(C(=O)Nc4ccc(Cl)cc4)sc3nc2C1	97	113	104	110	107	109	108	103
Additional compounds.
SMILES	CCRF-CEM	SR	MOLT-4	MDA-MB-468	K-562	MDA-MB-435	HOP-62	RPMI-8226
COc1cc2nc(Cl)nc(NCCO)c2cc1OC	99	x	101	99	105	106	114	98
C=C(C)[C@@H]1CC=C2c3sc(-c4ccccc4)nc3C[C@@H](C)[C@]2(C)C1	95	x	101	110	91	100	98	94
CCCCCCCC(=O)OC	102	100	110	96	128	109	98	104
CC(C)N(CCCCO)C(C)C	99	95	100	126	100	96	80	110
Cn1c(=O)c2c(nc(Nc3ccccc3)n2CC(=O)Nc2ccc(F)cc2)n(C)c1=O	84	103	80	102	80	106	86	88
CCOC(=O)c1cc(-c2ccccc2)nc2ccc(Cl)cc12	x	87	80	107	81	108	88	x
COc1cc(-c2n/c(=C\c3c(O)[nH]c4ccccc34)cc3c2=Nc2ccccc2-3)ccc1F	x	14	39	36	23	50	86	53
Cc1cccn2c(=S)[nH]nc12	106	88	88	108	81	107	109	107
FC(F)(F)c1ccc(-c2cnc(-n3ccnc3)nc2NC2CCCCCC2)cc1	x	92	74	95	82	98	97	82
COc1cccc2c1C(=O)c1c(O)c3c(c(O)c1C2=O)C[C@@](O)(C(=O)COC(=O)c1ccccc1)C[C@@H]3OC1CC(N)C(O)C(C)O1 (some centres undefined)	-54*	-44*	-66*	x	-74*	-98*	-97*	-66*
COc1ccc(Sc2cncc(NC3CCCCCC3)n2)cc1	99	92	82	92	88	99	90	86
Cc1ccccc1OCCCn1ccc(=O)[nH]c1=O	94	94	102	105	95	103	x	91
CC(C)CC(=O)Oc1ccc(Cl)cc1	102	92	102	94	101	104	89	99
CCn1c2ccc(O)cc2c2c(C)c3c[n+](CCCCCC(=O)O)ccc3c(C)c21	83	73	90	79	91	100	83	96
COc1ccc(-n2c(C)c(-c3ccccc3)c(-c3ccccc3)c2C)cc1	57	x	37	78	41	82	98	49
COC(=O)CC1=CCC(n2cc(F)c(N)nc2=O)O1 (centres undefined)	83	71	96	x	104	170	106	58
CCC(/C=C\C(C)=O)CC	105	101	112	102	113	100	95	98
O=c1[nH]cc(Br)c(=S)[nH]1	91	109	109	97	108	109	100	93
O=C(c1ccc(Cl)cc1)C1[C@H](c2ccc(Cl)cc2)[C@@H](c2ccccc2)NC12C(=O)Nc1ccccc12 (some centres undefined)	54	3.5*	21	51	34	49	70	40
COc1cc(-c2ncn(/C=C\c3nnco3)n2)cc(C(F)(F)F)c1	14	6.4*	1.9*	-29*	6.9*	2.3*	40	76
CCOC(=O)C(CCSC)(CCN(C)Cc1ccccc1)C(=O)OCC	105	94	100	101	99	98	109	105
COc1cc(-c2nn(C(C)(C)C)cc2-c2ccnc(NCCCNS(=O)(=O)c3ccc(C)cc3)n2)ccc1F	73	32	35	60	35	88	93	72
O=C(N/N=C\c1ccc(Cl)cc1Cl)C1CC1	100	88	79	94	91	100	99	96
c1csc(-c2nc(-c3cc4ccccc4c(N4CCOCC4)n3)cs2)c1	107	98	92	5.8*	102	38	98	106
CCCCS(=O)(=O)c1ccc(Cl)c2ccccc12	89	89	92	102	93	113	97	99
Going on with the list.
SMILES	CCRF-CEM	SR	MOLT-4	MDA-MB-468	K-562	MDA-MB-435	HOP-62	RPMI-8226
O=C(NC(=S)N1CCOCC1)c1ccccc1	98	110	105	96	115	91	103	96
O=C(CNc1nc(-c2ccccc2)cs1)Nc1ccccc1Cl	61	70	72	34	83	75	81	61
Cc1csc(-c2ccc3c(c2)COC3(CCCN(C)C)c2ccc(F)cc2)c1 (centres undefined)	11	-3.4*	-17*	31	-20*	-30*	-64*	-32*
Cc1ccc(NCSc2ccc(Cl)cc2)cc1	18	68&63	48&25	-1.0*!	80&74	66&64	88&112	21
O=C1C(Cl)=C(NCCCO)C(=O)c2ccccc21	105&94	80&87	96&102	87&87	88&71	83&100	98&109	88&85
O=C1CC2CCC1C2 (centres undefined)	x	95	97	96	93	100	91	110
COc1ccc2c(c1)oc1c(C)c3c(c(C)c12)C(=O)N(CCCO)C3=O	102	87	105	101	88	102	108	111
Cc1ccc(C(=O)CCCC(=O)c2ccc(C)cc2)cc1	101	113	119	110	116	108	93	102
Cc1csc(/N=C(N)/N=C(\N)c2ccccc2Br)n1	115	93	108	98	98	103	90	107
CC(=O)Nc1ccc(Sc2ccc(NC(C)=O)cc2)cc1	90	93	72	100	96	104	71	99
O=S1(=O)N(Cc2ccccc2)[C@@H](Cc2ccccc2)C2O[C@H]2[C@H](Cc2ccccc2)N1Cc1ccccc1 (some centres undefined)	29	30	35	6.5*	23	60	54	28
CN(c1ccccc1)S(=O)(=O)c1cccc(NC(=O)Cn2ccc(C(F)(F)F)n2)c1	95	87	65	x	65	102	98	83
NS(=O)(=O)c1ccc(-n2ncc(NC(=O)Nc3ccc([N+](=O)[O-])cc3)c2-c2ccccc2)cc1	92	100	86	107	91	99	104	99
N[C@@H](Cc1cn(-c2ccnc3ccccc23)nn1)C(=O)O	103	95	107	108	107	106	95	106
CN(C)CCC(C#N)(CCC1CCCCC1)c1ccccc1 (centres undefined)	80	31	71	54	51	58	65	68
O=S(=O)(NC1c2ccccc2Oc2ccccc21)c1cc(Cl)ccc1Cl	75	67	97	79	90	105	89	97
Cc1c(-c2csc3nncn23)no[n+]1[O-]	x	109	101	103	104	100	107	94
COC(=O)c1c(C)nc(C)c2c1C(=O)C(Br)=C(NCCN1CCOCC1)C2=O	97	107	99	83	97	56	133	94
CCCC(O)Cn1ncc(C(=O)OCC)c1NC(=O)NCc1ccc(C(F)(F)F)cc1 (centres undefined)	40	72	78	38	35	85	86	37
CC(O)C1CCCNC1 (centres undefined)	96	98	100	118	97	103	96	98
C=C(C)[C@@H]1C[C@@H]2Cc3ccc(Cl)c(C)c3N1O2	-69*	80	-2.3*	96	91	94	98	79
Clc1ccc(N/N=c2/oc3ccccc3cc2-c2cc3ccccc3[nH]2)cc1	80	91	70	60	67	-71*	76	x
N=C(N)c1ccc(-c2ccc(-c3ccc(-c4ccc(Cl)cc4)s3)s2)cc1	x	35	85	99	31	96	85	72
COc1ccc(OC)c(-c2c(C#N)c(-c3ccccc3)nc3c2c(-c2ccccc2)nn3-c2ccccc2)c1	95	x	x	96	x	96	88	92
N#CC1=C(N)Oc2c(c(N)nn2-c2ccccc2)C1c1ccc(Cl)cc1 (centres undefined)	101	96	99	117	106	105	90	x
(next part)
SMILES	CCRF-CEM	SR	MOLT-4	MDA-MB-468	K-562	MDA-MB-435	HOP-62	RPMI-8226
CC(C)Cc1cc(-c2cc(CC(C)C)[nH]n2)n[nH]1	87	93	98	106	84	96	99	104
Nc1nc(-c2cccc(C(F)(F)F)c2)nn1-c1nc2ccccc2s1	91	74	118	72	82	97	82	x
CC(C)CCNC(=O)Cn1ccc(N2CCOCC2)cc1=O	88	103	110	x	110	101	109	91
Cc1ccc(S(=O)(=O)N/N=C2\C(=O)C3CCC2C3Cl)cc1 (centres undefined)	101	95	97	105	101	102	x	99
C=C(C)[C@@H]1CC[C@]2(C(=O)O)CC[C@]3(C)[C@H](CC[C@@H]4[C@@]5(C)C/C(=C/c6ccco6)C(=O)C(C)(C)[C@@H]5CC[C@]43C)[C@@H]12	3.4*[100 µM]	32[100 µM]	-8.0*[100 µM]	-27*[100 µM]	8.1*[100 µM]	-76*[100 µM]	-85*[100 µM]	3.0*[100 µM]
NCCNc1ccc([N+](=O)[O-])cc1	95	100	96	110	92	113	104	93
COc1ccc(-c2cc(C(=O)N3CCC(Cc4ccccc4)CC3)nn2-c2ccc(S(C)(=O)=O)cc2)cc1OC	102	74	85	96	83	104	97	67
Cc1cc(=O)n(C(=O)COc2ccc3c(C)c(Cc4ccccc4)c(=O)oc3c2C)[nH]1	98	85	101	102	101	107	x	95
COc1cc(C2=NN(C=O)C(c3cccc(Nc4ccnc5cc(Cl)ccc45)c3)C2)cc(OC)c1OC (centres undefined)	54	9.3*	28	59	46	84	73	54
Cc1ccc(NCc2cn(-c3ccc(C(=O)O)cc3)nc2-c2ccc(C(=O)O)cc2)nc1	102	101	106	110	106	103	106	x
CCC(C(=O)C(C)CN(C)C)(c1ccccc1)c1ccccc1 (centres undefined)	87	94	97	85	101	102	85	92
Cc1ccccc1N=C1C(=O)Nc2ccccc21	102	90	100	116	106	100	103	94
N#Cc1ccc(NC(=O)c2ccc3cccnc3c2O)cc1	24	26	13	1.3*	31	26	15	23
COc1cc(OC)c(S(N)(=O)=O)cc1C(=O)/C=C/c1ccc(Cl)cc1	1.6*	-20*	3.6*	-58*	7.2*	17	9.7*	-5.0*
COc1cc(C(C)(C)C)c(O)c(C(C)(C)C)c1	98	105	99	95	91	106	96	97
